Pol iota inh – inhibitors of human DNA polymerase iota; Q9UNA4; Potency, µM (series often up to 115 µM), without a hit: at the top dose activity, negative = inhibition, hits mostly inhibitors; Pol iota fluorescent replication assay, 10 min; 390,000 compounds, 1% hits
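Pol iota at 10 nM preincubated 15 min with compounds at room temperature; reaction started with fluorescent substrate, 50 nM final. Fluorescence read kinetically at 0 and 10 min; buffer-only wells as negative control.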
BAZ2B block – inhibitors of human BAZ2B bromodomain; Potency, µM (doses to about 114 µM), for inactives: top-dose activity change, negative = inhibition, actives largely listed as inhibitors; AlphaScreen BAZ2B-H3K14Ac peptide displacement; Q9UIF8; 360,000 compounds, 4.4% hits; further: on the % scale 0 is the no-effect control and ±100 the full control effect; nearly all actives have a fitted effect of over 60% in size
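BAZ2B 50 nM plus b-H3(5-23)K14Ac 50 nM, PBS pH 7.4/0.01% Tween-20, 30 min RT; compound added (max 110 uM), 30 min RT; streptavidin donor/Ni-chelate acceptor beads 10 ug/mL final, 20 min dark; AlphaScreen read.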
Pin1 inh – inhibitors of human Pin1 | Pin1 FP peptide displacement, HiFluor488, 10 min | 390,000 compounds, 0.009% hits | Potency, µM (titrated, usually from 115 µM), without a hit: at the highest dose activity, negative = inhibition, hits mostly inhibitors | AID 504891 | Q13526; active means well fitted inhibition curve with a large enough effect in the polarisation, with a control signal flat, not every such curve was filed as active; inconclusive means small, poorly fitted or top-dose-only effect, or effect the other way, or a change in a side signal; inactive means no such curve, though single readings can be large or run the other way; the % refers to the polarisation; further: on the % scale 0 is the no-effect control and ±100 the full control effect
Target sequence (Q13526 whole entry, looked up): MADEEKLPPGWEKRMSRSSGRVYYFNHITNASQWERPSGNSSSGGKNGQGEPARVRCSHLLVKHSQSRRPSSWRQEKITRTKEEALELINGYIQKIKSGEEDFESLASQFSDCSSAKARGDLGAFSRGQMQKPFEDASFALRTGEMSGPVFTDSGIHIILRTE
BLM inh – inhibitors of human Bloom syndrome helicase BLM | P54132 | recombinant BLM DNA unwinding, fluorescence dequenching | Potency, µM (series often up to 56.1 µM), inactives show top-dose activity change, negative = inhibition, usual class: inhibitors | 350,000 compounds, 0.2% hits | AID 2528;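 further: plate controls were vehicle for no effect and no enzyme for full effect; nearly all actives have a fitted effect of over 35% in size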
JMJD2A Tudor – inhibitors of human JMJD2A Tudor domain | AlphaScreen JMJD2A-Tudor / H3K4me3 peptide binding | Potency, µM (series often up to 114 µM), inactives show at the top dose activity change, negative = inhibition, hits mostly inhibitors | 390,000 compounds, 4.4% hits | AID 504339; further: on the % scale 0 is the no-effect control and ±100 the full control effect; nearly all actives have a fitted effect of over 50% in size
GLS inhibitor – blocks human kidney-isoform glutaminase activity; 410,000 compounds, 0.21% hits; Potency, µM (titrated, usually from 45.5 µM), inactives show top-dose activity change, negative = inhibition, hits mostly inhibitors; GLS enzymatic activity, qHTS titration; O94925; further: on the % scale 0 is the no-effect control and ±100 the full control effect
Target sequence (O94925 whole entry, looked up, canonical isoform): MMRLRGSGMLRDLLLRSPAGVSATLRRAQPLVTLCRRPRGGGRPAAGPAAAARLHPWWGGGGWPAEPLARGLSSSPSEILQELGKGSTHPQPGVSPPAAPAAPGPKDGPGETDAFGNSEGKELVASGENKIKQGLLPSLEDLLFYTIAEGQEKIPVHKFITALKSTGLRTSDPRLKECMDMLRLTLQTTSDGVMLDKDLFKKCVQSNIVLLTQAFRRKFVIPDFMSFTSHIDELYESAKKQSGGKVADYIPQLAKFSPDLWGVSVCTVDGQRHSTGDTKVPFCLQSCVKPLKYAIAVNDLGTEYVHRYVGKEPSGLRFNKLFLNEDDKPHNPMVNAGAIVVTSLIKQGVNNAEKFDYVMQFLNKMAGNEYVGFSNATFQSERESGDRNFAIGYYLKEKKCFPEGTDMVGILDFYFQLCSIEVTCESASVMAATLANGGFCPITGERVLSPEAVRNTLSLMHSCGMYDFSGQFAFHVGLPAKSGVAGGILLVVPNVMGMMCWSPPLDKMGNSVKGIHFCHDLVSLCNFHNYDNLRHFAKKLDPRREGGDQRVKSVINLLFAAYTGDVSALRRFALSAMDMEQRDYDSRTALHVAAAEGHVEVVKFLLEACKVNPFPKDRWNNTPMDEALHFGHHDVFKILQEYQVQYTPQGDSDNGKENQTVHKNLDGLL
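hKGA in 45 mM KH2PO4 (pH 8.2), 0.02% Tween-20 with compound, then 1mM L-Glutamine (stock as added) plus glutamate oxidase/HRP/Amplex red coupling mix. Fluorescence read initially and after 30 min at RT; signal change reflects glutamate formation.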
Tb PGK inh – T. brucei PGK inhibition. Potency, µM (titrated, usually from 57.5 µM), without a hit: top-dose activity change, negative = inhibition, hits mostly inhibitors. PGK/GAPDH coupled, Kinase-Glo luminescence, 60 min. 380,000 compounds, 0.043% hits. P07378; further: on the % scale 0 is the no-effect control and ±100 the full control effect; nearly all actives have a fitted effect of over 60% in size
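Luminescent ATP detection (Kinase-Glo Plus) follows a 60-minute room-temperature incubation, with wells lacking PGK as controls. Buffer: 100 mM TEA (pH 7.6), 5 mM MgCl2, 0.01% Tween-20. Coupling enzyme GAPDH (100 nM final) supplies unstable 1,3-BPG in-well.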
G9a block – inhibitors of human histone lysine methyltransferase G9a | G9a H3K9 monomethylation, AlphaScreen, 2 h | Potency, µM (doses to about 102 µM), without a hit: at the top dose activity, negative = inhibition, usual class: inhibitors | AID 504332 | 350,000 compounds, 8.8% hits; further: on the % scale 0 is the no-effect control and ±100 the full control effect; nearly all actives have a fitted effect of over 75% in size
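Signal arises when biotinylated H3K9 peptide, once monomethylated, bridges streptavidin donor and antibody-captured acceptor beads. Enzyme at 20 nM was preincubated 15 min with test compounds; peptide 500 nM and SAM 20 uM then reacted for 2 h.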
HP1b chromo inh – HP1-beta chromodomain-methylated histone interaction inhibition. 390,000 compounds, 0.56% hits. AID 540317. Potency, µM (series often up to 114 µM), inactives show at the top dose activity change, negative = inhibition, hits mostly inhibitors. AlphaScreen HP1-beta / biotin-H3K9me3 peptide binding. P83916; further: nearly all actives have a fitted effect of over 70% in size; inactives centre near 23
Target sequence (P83916 whole entry, looked up): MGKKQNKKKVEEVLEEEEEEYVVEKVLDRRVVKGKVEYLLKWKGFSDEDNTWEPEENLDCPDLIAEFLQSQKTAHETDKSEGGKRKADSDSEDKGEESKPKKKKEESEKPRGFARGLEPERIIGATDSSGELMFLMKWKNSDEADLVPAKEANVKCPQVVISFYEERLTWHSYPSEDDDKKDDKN
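AlphaScreen: HP1-beta (50 nM) preformed 30 min with biotin-H3(1-18)K9me3 peptide (50 nM) in PBS pH 7.4, 0.01% Tween-20. Compound added for 30 min at RT, then streptavidin donor/nickel chelate acceptor beads (10 ug/mL) for 30 min.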
* = called active by the depositor; i = inactive; u = inconclusive; x = no result given; [ ] = another dose, or the depositor's remark. Unless noted, the call rests on the fitted dose curve; in most records, active means well fitted curve in the direction sought with a large enough effect; inconclusive means small, poorly fitted or top-dose-only effect, or another doubt; inactive means no such curve, though single readings can be large; an effect the other way counts as inactive or inconclusive. Potency means the concentration at half of the fitted maximal effect.

no.	Molecule	Pol iota inh	BAZ2B block	Pin1 inh	BLM inh	JMJD2A Tudor	GLS inhibitor	Tb PGK inh	G9a block	HP1b chromo inh
1	CC(=O)c1c(C)nc2ccc(Br)cc2c1-c1ccccc1	57.1%[activator]	17.9%	-6.0%	-9.6%	12.7%	-12.4%	-1.0%	47.5%	48.6%[activator]
2	NS(=O)(=O)c1ccc(CCNC(=O)c2ccc3c(c2)OCO3)cc1	3.5%	1.1%	-1.7%	2.7%	-0.7%	13.8%	-1.5%	2.0%	16.1%
3	CCOC(=O)/C(O)=C/c1ncc(C(F)(F)F)cc1Cl	16.8%	-36.1%	-3.0%	-1.4%	-22.6%	20.0%	3.8%	20.6%[2.33 µM]	33.1%[activator]
4	Cc1cc(C)n2nc(SCC(=O)N(Cc3ccccc3)C3CCS(=O)(=O)C3)nc2n1 (stereo not given)	-5.8%	1.7%	3.4%	-1.4%	-7.7%	-5.4%	-3.8%	-0.7%	9.8%
5	CC1Cc2ccccc2N1S(=O)(=O)c1cccc(C(=O)N2Cc3ccccc3CC2C(N)=O)c1 (stereo not given)	47.2%[activator]	-2.8%	6.8%	x	-15.2%	1.4%	-6.6%	u	32.6%
6	O=C(Nc1ccccc1C(=O)Nc1ccc(Br)cn1)c1cccc([N+](=O)[O-])c1	24.1%	-11.7%	-1.7%	-11.2%	-6.1%	-3.0%	i	x	37.5%
7	COc1ccc(/C(=N/O)C(C)(C)NO)cc1	-4.0%	50.1µM*	0.2%	-8.2%	39.8µM*	24.4%	-1.2%	12.6µM*	u
8	CCSc1ncc(Cl)c(C(=O)N2CCN(c3ccc(OC)cc3)CC2)n1	4.2%	u	-3.7%	-1.9%	u	15.5%	i	14.1µM*	-18.4%
9	CC(C)CCOc1cccc(OCC(=O)Nc2ccncc2)c1	3.2%	-23.6%	-2.9%	-4.4%	-3.4%	-10.2%	-2.9%	5.0%	31.6%
10	COc1cccc(CN(C)C(=O)CC23CC4CC(CC(C4)C2)C3)c1OC	174.9%[activator]	2.8%	-6.4%	-9.9%	-25.6%[57.1 µM]	3.9%	-8.2%	29.5%	9.6%
11	CCN(C(=O)COC(=O)c1cccnc1)c1cccc2ccccc12	-12.3%	x	7.0%	x	-20.0%	-1.7%	0.8%	x	14.4%
12	COC(=O)c1c(NC(=O)C2=COCCO2)sc(C)c1C	2.3%	10.7%	3.9%	x	-3.4%	-9.3%	-7.8%	3.4%[0.501 µM]	22.8%
13	COC(=O)c1cccnc1-n1c(=O)c2cccnc2n(Cc2cccc(OC)c2)c1=O	20.0%	4.9%	7.2%	1.7%	-9.0%	-15.1%	0.4%	9.0%	17.1%
14	COc1cc(Nc2nc3c(S(=O)(=O)c4ccc(C)c(C)c4)nnn3c3ccsc23)cc(OC)c1	-1.9%	-14.9%	-5.0%	-2.8%	u	-7.7%	9.5%	1.4%[59 µM]	29.9%
15	Cn1c(=O)n(C)c2cc(NC(=O)CSc3nnc(-c4ccccc4O)n3-c3ccccc3)ccc21	-9.1%	50.1µM*	4.9%	-4.9%	-13.9%	-2.5%	i	-6.9%[12.7 µM]	20.0%
16	O=C1c2[nH]nc(-c3ccccc3O)c2C(c2ccccc2F)N1Cc1ccncc1 (stereo not given)	-13.5%	-2.8%	5.6%	-2.4%	-34.3%	-1.3%	-0.2%	-0.4%[59 µM]	9.4%
17	NC(=O)c1ccc(NC(=O)CC23CC4CC(CC(Br)(C4)C2)C3)cc1	-13.4%	-38.2%	-2.2%	-1.3%	-15.2%	0.9%	-4.8%	u	9.3%
18	CCCCn1c(N)c(N(CC(C)C)C(=O)C2CCC2)c(=O)[nH]c1=O	-7.7%	-2.4%	1.2%	x	12.1%	1.7%	-6.2%	14.7%[12.7 µM]	30.6%
19	CCOC(=O)N1CCN(S(=O)(=O)c2ccc(C(=O)Nc3nc4c(s3)CC(C)CC4)cc2)CC1 (stereo not given)	23.9%	-1.8%	-9.5%	-0.3%	-15.7%	4.9%	-9.7%	-8.2%	11.4%
20	O=C(CSc1ncnc2c1cnn2-c1ccc(F)cc1)NC1CCCC1	23.0%	-1.2%	-1.8%	-0.4%	-4.2%	0.0%	9.3%	x	38.9%
21	NS(=O)(=O)c1ccc(CCNC(=O)CCCOc2ccccc2)cc1	25.8%	5.0%	1.0%	-11.0%	-3.8%	1.1%	-3.2%	2.8%	15.1%
22	c1nc2n(n1)C1=C(CCCC1)C1(CCCCC1)N2	144.2%[activator]	-21.7%	-3.0%	-2.9%	-14.6%	-14.5%	-4.1%	-2.4%	27.0%
23	CC(C)C(=O)Nc1ccc(C(=O)NNC(=O)C(c2ccccc2)c2ccccc2)cc1	79.4µM*	-6.7%	23.6%	-8.6%	-28.6%	-3.6%	-0.9%	-2.5%	26.1%
24	CCN(CC(=O)Nc1ccc2c(c1)OCCO2)C(=O)c1ccc(CS(C)(=O)=O)cc1	-1.9%	x	-2.6%	x	-9.8%	7.1%	11.0%	x	15.9%
25	CC(=O)C1C(c2ccco2)c2c(noc2C)CC1(C)O (stereo not given)	16.2%	2.7%	4.8%	3.3%	-6.0%	7.6%	-2.3%	15.3%[59 µM]	17.7%
26	O=C(CCOc1ccccc1)Nc1ccnn1C1CCN(Cc2ccccc2)CC1	18.5%	-17.7%	-6.2%	-4.6%	-9.0%	-0.5%	1.8%	-9.1%	24.4%
27	CCC1Nc2ncnc(N3CCOCC3)c2N(Cc2ccc(C)cc2)C1=O (stereo not given)	u	-10.2%	0.7%	x	-13.8%	2.7%	5.7%	17.4%[2.33 µM]	41.8%[activator]
28	Cc1c(OC(C)C(=O)NCC2CCC(C(=O)O)CC2)ccc2c1oc(=O)c1ccccc12 (stereo not given)	0.3%	-8.2%	-0.5%	0.0%	-12.2%	-10.2%	-0.5%	25.2%	26.7%
29	C=CCOc1ccc(CNc2nn[nH]n2)cc1OC	1.3%	-29.0%	1.7%	-5.5%	u	10.8%	-8.0%	-1.7%[59 µM]	20.0%
30	COc1cc(OC)c(C2=NOC(C(=O)NCc3ccc4c(c3)OCO4)C2)cc1Cl (stereo not given)	1.4%	-8.7%	0.7%	-7.3%	-19.6%	-3.8%	x	-1.4%[12.7 µM]	9.2%

Retrieved by compound from above, 5 records:
no.	Molecule	Pol iota inh	BAZ2B block	Pin1 inh	BLM inh	JMJD2A Tudor	GLS inhibitor	Tb PGK inh	G9a block	HP1b chromo inh
10	COc1cccc(CN(C)C(=O)CC23CC4CC(CC(C4)C2)C3)c1OC	174.9%[activator]	2.8%	-6.4%	-9.9%	-25.6%[57.1 µM]	3.9%	-8.2%	29.5%	9.6%
29	C=CCOc1ccc(CNc2nn[nH]n2)cc1OC	1.3%	-29.0%	1.7%	-5.5%	u	10.8%	-8.0%	-1.7%[59 µM]	20.0%
6	O=C(Nc1ccccc1C(=O)Nc1ccc(Br)cn1)c1cccc([N+](=O)[O-])c1	24.1%	-11.7%	-1.7%	-11.2%	-6.1%	-3.0%	i	x	37.5%
4	Cc1cc(C)n2nc(SCC(=O)N(Cc3ccccc3)C3CCS(=O)(=O)C3)nc2n1 (stereo not given)	-5.8%	1.7%	3.4%	-1.4%	-7.7%	-5.4%	-3.8%	-0.7%	9.8%
1	CC(=O)c1c(C)nc2ccc(Br)cc2c1-c1ccccc1	57.1%[activator]	17.9%	-6.0%	-9.6%	12.7%	-12.4%	-1.0%	47.5%	48.6%[activator]

Next results:
no.	Molecule	Pol iota inh	BAZ2B block	Pin1 inh	BLM inh	JMJD2A Tudor	GLS inhibitor	Tb PGK inh	G9a block	HP1b chromo inh
31	Cc1ccc(-n2c([C@@H]3C[C@H]3c3ccccc3)n[nH]c2=S)cc1	20.1%	-33.3%	2.8%	-1.5%	-22.1%	-0.3%	6.7%	0.501µM*	26.8%
32	NC(=O)c1c(NC(=O)c2ccc([N+](=O)[O-])o2)sc2c1CCCC2	94.2%[activator]	-10.8%	-3.6%	2.1%	-5.6%	5.4%	-1.3%	33.9%[activator]	17.7%
33	CCCNC(=O)c1ccccc1N1CCN(CCCCN2C(=O)C3CCCCN3C2=O)CC1 (stereo not given)	-6.3%	4.0%	-20.8%	-2.5%	1.7%	4.2%	0.8%	10.5%[0.501 µM]	34.1%[activator]
34	CC(C)NC(=O)c1onc(CSc2cccc3ccccc23)c1C(=O)O	u	u	1.6%	0.4%	-27.3%	16.6%	-4.0%	27.3%[0.501 µM]	29.1%
35	COc1ccc(O)c(C(=O)c2cnn(S(=O)(=O)c3ccc(C)cc3)c2)c1	-3.7%	3.6%	-5.0%	x	u	15.9%	-1.9%	29.9%[12.7 µM]	9.7%
36	COc1ccc(C(=O)C[n+]2ccc3c(c2)nc(-c2cc(OC)c(OC)cc2OC)n3C)cc1	21.6%	8.5%	-5.2%	-5.2%	-4.3%	1.8%	-4.0%	u	27.7%
37	CCOc1ccccc1NC(=O)C1CCCN(C(=O)Nc2ccccc2)C1 (stereo not given)	21.0%	-2.7%	-7.3%	-0.8%	-18.9%	6.6%	i	-2.5%[59 µM]	5.8%
38	O=C(CSc1nnc(-c2cccnc2)n1CCN1CCCCC1)Nc1cccc(Cl)c1	2.6%	14.7%	9.0%	-1.5%	-16.6%	5.6%	-0.3%	-3.4%[59 µM]	17.1%
39	Cc1ccc(NC(=O)N2CCC(N3CCN(Cc4ccccc4)C(=O)C3=O)CC2)cc1Cl	24.6%	2.3%	-6.1%	-0.4%	-19.3%	3.5%	i	-1.7%[59 µM]	24.2%
40	O=C(Nc1cccc(S(=O)(=O)Nc2ccc(Cl)cc2)c1)c1ccc[n+]([O-])c1	13.4%	-18.7%	-4.1%	-1.5%	-15.4%	-3.9%	i	u	58.9%[activator]
41	O=C(C1CCCCC1)N(Cc1ccccc1)c1ccccn1	7.0%	-1.3%	5.5%	-2.0%	-7.9%	15.6%	7.4%	-35.7%[12.7 µM]	21.3%
42	CCC/C(=N/Nc1ccc(Cl)cc1)c1cnnc(-c2ccccc2)n1	-4.9%	x	4.0%	x	-13.7%	x	-7.2%	x	47.0%[activator]

A portion of the library, so the mix of outcomes need not match the whole.
